Runt-SMMHC FRET: inhibitors of human RUNX1 Runt domain binding to CBFb-SMMHC; Cerulean-Runt/Venus-CBFb-SMMHC FRET ratio 530/480, 1 h; inhibition, % at 20 µM; hit rate 0.74% among 220,000; Q01196+Q13951;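 active = mean inhibition across duplicate retests at 20 µM reaching about 50%, limit read from the data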;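 also: 0% = DMSO wells and 100% = wells with excess untagged CBFb-SMMHC; inhibitors lower the FRET ratio by blocking Runt binding to CBFb-SMMHC; some results filed as inactive read as strong as hits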
Target sequence (Q01196 whole entry, looked up, the tested form may be a part): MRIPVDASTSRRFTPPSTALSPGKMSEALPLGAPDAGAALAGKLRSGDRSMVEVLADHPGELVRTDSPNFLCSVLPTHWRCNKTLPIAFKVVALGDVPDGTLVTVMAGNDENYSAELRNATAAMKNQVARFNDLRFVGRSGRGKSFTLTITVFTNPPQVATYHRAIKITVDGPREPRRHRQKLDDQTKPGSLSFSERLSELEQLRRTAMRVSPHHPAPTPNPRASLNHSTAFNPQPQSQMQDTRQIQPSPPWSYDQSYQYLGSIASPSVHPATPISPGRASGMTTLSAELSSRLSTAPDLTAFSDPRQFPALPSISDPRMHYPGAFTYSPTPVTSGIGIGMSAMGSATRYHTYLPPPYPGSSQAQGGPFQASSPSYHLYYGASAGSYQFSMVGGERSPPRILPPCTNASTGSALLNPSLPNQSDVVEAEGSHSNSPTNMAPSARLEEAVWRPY
Target sequence (Q13951 whole entry, looked up, the tested form may be a part): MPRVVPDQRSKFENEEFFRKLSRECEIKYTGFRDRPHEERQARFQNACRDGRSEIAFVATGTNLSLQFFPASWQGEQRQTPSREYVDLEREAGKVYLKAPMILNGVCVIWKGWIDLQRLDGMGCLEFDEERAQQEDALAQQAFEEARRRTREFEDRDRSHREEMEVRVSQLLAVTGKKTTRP
TNF necrop inh: TNF-alpha cell death inhibition in Jurkat FADD-/- cells; activation (protection from cell death), % at 10 µM; Jurkat FADD-/- TNF necroptosis rescue, ATP luminescence, 24 h; 0 = TNF only, 100 = no-TNF cells; AID 463075; hit rate 0.068% among 220,000;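 active = activation, meaning protection from cell death, of at least 50% relative to plate controls; inactive = activation below 50%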;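 also: necroptosis triggered by 40 ng/mL TNF-alpha added together with compound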
zfTRPN1 agonist: activates the zebrafish TRPN1 channel. AID 1424. activation, % at 3 µM. HEK293 zebrafish TRPN1-YFP, Fluo-8 calcium fluorescence; 100% = response to 87 µM carbachol. hit rate 0.18% among 220,000;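 active = activation above its plate's cutoff, the mean activation of test wells on that plate plus 3 SD, cut at about 19% in these data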;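 also: 0% = DMSO alone and 100% = 87 µM carbachol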
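Control set: carbachol 87 µM as high control, DMSO as low control; system: HEK293 stable line with zebrafish TRPN1-YFP; read-out: % activation versus carbachol response; detection: intracellular calcium fluorescence with Fluo-8; doses: single test compound dose, 3 µM nominal, 0.3% DMSO; schedule: dye 1 h 37 °C plus 30 min RT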
p47phox inh: inhibitors of human p47phox binding; p47phox/p22phox peptide binding, fluorescence polarization, 2 h; inhibition, % at 24.7 µM; P14598; hit rate 0.53% among 220,000; AID 1274;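 active = inhibition above about 30%, limit read from the data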;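 also: 0% = p47phox with labelled peptide and 100% = labelled peptide alone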
TRPML3 agonist: human mucolipin-3 channel agonism. HEK293 TRPML3-YFP, Fluo-8 calcium fluorescence; 100% = the carbachol control signal. activation, % at 3 µM. hit rate 0.29% among 220,000. AID 1448;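 active = activation above its plate's cutoff, the mean activation of the plate's test wells plus 3 SD, cut at about 12% in these data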;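 also: 0% = DMSO only wells and 100% = carbachol wells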
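Material: HEK293 cells stably carrying human TRPML3-YFP; compound dosing: single dose, 3 µM final nominal compound, 0.3% DMSO final; incubation: 1-h 37 °C dye load, 5-s basal, 120-s post-compound reads; technique: Fluo-8 intracellular calcium fluorescence, excitation 470-495 nm, emission 515-575 nm; read-out basis: percent activation from peak-to-basal fluorescence ratio, scaled between DMSO and carbachol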
PPC-1+TRAIL kill: compounds killing PPC-1 cancer cells with TRAIL present (potentiator screen, no TRAIL-free arm); AID 1443; PPC-1 cells + TRAIL, ATPLite viability luminescence; cell killing (% activity), % at 4 µM; hit rate 0.41% among 220,000;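 active = cell killing above 50% in the first pass at 4 µM, then a duplicate retest at 5 µM averaging 50% or more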;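 also: plate controls were cells with TRAIL plus DMSO for no effect and medium-only wells lacking cells for full effect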
CHOP inh: inhibitors of CHOP induction in ER stress response. CHO-K1 CHOP-promoter luciferase, tunicamycin-induced, 15-18 h. inhibition, % at 10 µM. hit rate 3.8% among 220,000;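 active = compounds that reduced the stress-induced luciferase reporter signal by more than about 70% of percent inhibition, limit read from the data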;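 also: 0% = tunicamycin plus vehicle and 100% = wells without tunicamycin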
MDM2 E3 inh: inhibitors of human Mdm2 E3 ubiquitin ligase; AID 1230; cell-based MDM2 ubiquitination luciferase reporter, 2 h; 0 = plate control, 100 = twice control, blank-subtracted; signal enhancement, % at 5 µM; Q00987; hit rate 0.11% among 210,000;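 active = signal enhancement of 30% or more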;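 also: luminescence tracks abundance of the self-degrading MDM2-luciferase fusion protein; higher signal means inhibition of MDM2 E3 ligase activity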
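test system = mammalian cells stably expressing self-ubiquitinating, self-degrading MDM2 E3–luciferase fusion | quantity = 2000 cells/well | incubation = cell settling 4 h, compound treatment 2 h, both 37 °C | signal = luminescence with SteadyLite reagent, 15 min at room temperature | evaluation = % enhancement relative to plate controls after blank subtraction | benchmarks = plate controls and plate blanks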
EBV gp42 inh: EBV gp42 inhibition; hit rate 0.42% among 220,000; Fluorescence polarization binding assay, mP read-out; Q1HVG2; inhibition, % (tested at 21.74 µM); in the data active = inhibition above about 50%
Target sequence (Q1HVG2 whole entry, looked up): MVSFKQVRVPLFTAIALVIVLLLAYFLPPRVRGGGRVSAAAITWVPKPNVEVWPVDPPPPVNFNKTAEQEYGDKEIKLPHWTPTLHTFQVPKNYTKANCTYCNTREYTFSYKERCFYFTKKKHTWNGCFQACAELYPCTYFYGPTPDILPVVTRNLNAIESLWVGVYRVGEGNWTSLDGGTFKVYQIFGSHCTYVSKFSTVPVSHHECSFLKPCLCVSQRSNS
Numbers without * were called inactive.

How did CC(C)COC(=O)C1C2C=CC3(CN(C4CCCC4)C(=O)C13)O2 (centres undefined) do in these assays?
Runt-SMMHC FRET: 6; TNF necrop inh: 0.8; zfTRPN1 agonist: 0.8; p47phox inh: -3; TRPML3 agonist: 0.4; PPC-1+TRAIL kill: -10; CHOP inh: -36; MDM2 E3 inh: -10; EBV gp42 inh: -13

Results for CC(C)CN1CCN(Cc2cnc(N3CCOCC3)s2)CC1CCO (centres undefined) ?
Runt-SMMHC FRET: 2; TNF necrop inh: 0.3; zfTRPN1 agonist: 1.7; p47phox inh: -3; TRPML3 agonist: 0.5; PPC-1+TRAIL kill: -4; CHOP inh: 17; MDM2 E3 inh: -5; EBV gp42 inh: -7

Results for Cc1[nH]n(-c2cccc3ccccc23)c(=O)c1/C=N/NC(=O)c1cccc([N+](=O)[O-])c1 ?
Runt-SMMHC FRET: -6; TNF necrop inh: 0.5; zfTRPN1 agonist: -1.3; p47phox inh: -7; TRPML3 agonist: 0.1; PPC-1+TRAIL kill: 14; CHOP inh: 39; MDM2 E3 inh: 2; EBV gp42 inh: 9

Results for COc1ccc(CCN(Cc2ccccn2)C(=S)Nc2ccccc2C)cc1OC ?
Runt-SMMHC FRET: 3; TNF necrop inh: 0.2; zfTRPN1 agonist: 0.1; p47phox inh: 1; TRPML3 agonist: -1.1; PPC-1+TRAIL kill: 20; CHOP inh: 10; MDM2 E3 inh: 7; EBV gp42 inh: -6

Results for COc1cccc2cc(C(=O)n3ccc(C)n3)c(=O)oc12 ?
Runt-SMMHC FRET: -4; TNF necrop inh: 1.9; zfTRPN1 agonist: -0.6; p47phox inh: 4; TRPML3 agonist: 1.1; PPC-1+TRAIL kill: 3; CHOP inh: 6; MDM2 E3 inh: -6; EBV gp42 inh: -6

How did C=C(C)COc1ccc(-c2nc(N)nc(C)c2-c2ccc(OC)cc2)c(O)c1 do in these assays?
Runt-SMMHC FRET: 1; TNF necrop inh: 4.7; zfTRPN1 agonist: -1.0; p47phox inh: -20; TRPML3 agonist: -0.3; PPC-1+TRAIL kill: 22; CHOP inh: 92*; MDM2 E3 inh: -2; EBV gp42 inh: 17

Results for O=C(Nc1ccc(-c2nnc(-c3ccccc3)o2)cc1)C(F)(F)F ?
Runt-SMMHC FRET: 0; TNF necrop inh: -2.5; zfTRPN1 agonist: 0.0; p47phox inh: -7; TRPML3 agonist: 0.8; PPC-1+TRAIL kill: 28; CHOP inh: 8; MDM2 E3 inh: -18; EBV gp42 inh: 0

How did CCOc1ccccc1NC(=O)c1cccc2c1C(=O)N(CCOC)C2 do in these assays?
Runt-SMMHC FRET: 2; TNF necrop inh: 0.2; zfTRPN1 agonist: 0.9; p47phox inh: -8; TRPML3 agonist: -0.1; PPC-1+TRAIL kill: -9; CHOP inh: 19; MDM2 E3 inh: -6; EBV gp42 inh: -15

Results for Cc1ccc(S(=O)(=O)Cc2ccc(C(=O)OCc3ccccc3)cc2)cc1 ?
Runt-SMMHC FRET: -6; TNF necrop inh: -1.3; zfTRPN1 agonist: 0.1; p47phox inh: -9; TRPML3 agonist: -0.5; PPC-1+TRAIL kill: -2; CHOP inh: -13; MDM2 E3 inh: -2; EBV gp42 inh: 3

What do the screens show for `O=C(NC1=NCCS1)c1ccc2c(c1)C(=O)N(Cc1ccco1)C2=O`?
Runt-SMMHC FRET: 3; TNF necrop inh: -1.6; zfTRPN1 agonist: 0.2; p47phox inh: -14; TRPML3 agonist: -0.3; PPC-1+TRAIL kill: 28; CHOP inh: -20; MDM2 E3 inh: -5; EBV gp42 inh: 4

How did COC(=O)c1ccc(N/N=C/c2cc([N+](=O)[O-])cc(OC)c2O)cc1 do in these assays?
Runt-SMMHC FRET: -4; TNF necrop inh: 0.6; zfTRPN1 agonist: 0.3; p47phox inh: 27; TRPML3 agonist: 1.0; PPC-1+TRAIL kill: -10; CHOP inh: 51; MDM2 E3 inh: -5; EBV gp42 inh: -1

Results for Cc1ccc(C(=O)N/C(=C\c2cn(-c3ccccc3)nc2-c2ccccc2)C(=O)N2CCOCC2)cc1 ?
Runt-SMMHC FRET: 0; TNF necrop inh: -4.9; zfTRPN1 agonist: 1.9; p47phox inh: -17; TRPML3 agonist: 0.1; PPC-1+TRAIL kill: -6; CHOP inh: 59; MDM2 E3 inh: -5; EBV gp42 inh: -18

What do the screens show for `CC(C)CC(OC(=O)c1cccs1)C(=O)NCC1CCCO1` (centres undefined)?
Runt-SMMHC FRET: 2; TNF necrop inh: -1.0; zfTRPN1 agonist: 0.5; p47phox inh: 2; TRPML3 agonist: 0.3; PPC-1+TRAIL kill: 4; CHOP inh: 24; MDM2 E3 inh: -4; EBV gp42 inh: -15

Results for CCN(CC)CCn1c(=N)n(CCO)c2ccccc21 ?
Runt-SMMHC FRET: -1; TNF necrop inh: -0.1; zfTRPN1 agonist: 1.0; p47phox inh: -14; TRPML3 agonist: 0.4; PPC-1+TRAIL kill: -25; CHOP inh: 0; MDM2 E3 inh: -9; EBV gp42 inh: 5

How did CCN(CC)CCCNC(=O)Cn1nc([N+](=O)[O-])c(Cl)c1C do in these assays?
Runt-SMMHC FRET: -1; TNF necrop inh: -0.3; zfTRPN1 agonist: 0.5; p47phox inh: -10; TRPML3 agonist: 0.8; PPC-1+TRAIL kill: 11; CHOP inh: -3; MDM2 E3 inh: 7; EBV gp42 inh: -24

Results for CC(=O)NN1C(=O)/C(=C\c2ccc(Br)o2)SC1=S ?
Runt-SMMHC FRET: 19; TNF necrop inh: -3.0; zfTRPN1 agonist: 0.0; p47phox inh: -39; TRPML3 agonist: 0.3; PPC-1+TRAIL kill: 18; CHOP inh: -48; MDM2 E3 inh: -10; EBV gp42 inh: -19

Results for O=C(COC(=O)c1cnc(Cl)c(Cl)c1)Nc1ccc(S(=O)(=O)N2CCCC2)cc1 ?
Runt-SMMHC FRET: 0; TNF necrop inh: 1.5; zfTRPN1 agonist: 0.7; p47phox inh: -17; TRPML3 agonist: 0.2; PPC-1+TRAIL kill: 15; CHOP inh: 8; MDM2 E3 inh: 2; EBV gp42 inh: -4

What do the screens show for `O=C(Nc1ccccc1F)NC1CC1`?
Runt-SMMHC FRET: -2; TNF necrop inh: 0.0; zfTRPN1 agonist: 2.0; p47phox inh: -1; TRPML3 agonist: 0.8; PPC-1+TRAIL kill: 3; CHOP inh: 39; MDM2 E3 inh: 5; EBV gp42 inh: -7

How did CCc1nc(NCC2CCCO2)c2oc3ccccc3c2n1 (centres undefined) do in these assays?
Runt-SMMHC FRET: -1; TNF necrop inh: -1.2; zfTRPN1 agonist: 0.7; p47phox inh: -1; TRPML3 agonist: -0.8; PPC-1+TRAIL kill: 13; CHOP inh: -23; MDM2 E3 inh: -11; EBV gp42 inh: 21

Results for CCOC(=O)CC(=O)CSc1ncnc2c1cnn2-c1ccccc1 ?
Runt-SMMHC FRET: -1; TNF necrop inh: -0.3; zfTRPN1 agonist: 1.5; p47phox inh: -17; TRPML3 agonist: 1.1; PPC-1+TRAIL kill: 10; CHOP inh: 28; MDM2 E3 inh: -9; EBV gp42 inh: 1

Results for CCOc1ccc(C(=O)N/N=C/c2c(C)[nH]c(=O)[nH]c2=O)cc1 ?
Runt-SMMHC FRET: 4; TNF necrop inh: 1.4; zfTRPN1 agonist: 0.8; p47phox inh: -3; TRPML3 agonist: 0.5; PPC-1+TRAIL kill: -6; CHOP inh: -12; MDM2 E3 inh: -6; EBV gp42 inh: -10

What do the screens show for `O=c1c2nncn2c2cccnc2n1CCNc1ncc(C(F)(F)F)cc1Cl`?
Runt-SMMHC FRET: 0; TNF necrop inh: -1.7; zfTRPN1 agonist: 0.7; p47phox inh: 3; TRPML3 agonist: 0.7; PPC-1+TRAIL kill: 9; CHOP inh: 5; EBV gp42 inh: 3

How did CCOc1ccc(-c2nnc(-c3ccccc3)n2-c2ccccc2)cc1 do in these assays?
Runt-SMMHC FRET: -5; TNF necrop inh: -5.4; zfTRPN1 agonist: -0.6; p47phox inh: 23; TRPML3 agonist: 0.1; PPC-1+TRAIL kill: 9; CHOP inh: 35; MDM2 E3 inh: -22; EBV gp42 inh: 16

Results for Cc1ccc(S(=O)(=O)N2CCN(S(=O)(=O)c3ccc4c(c3)OCCO4)CC2)cc1 ?
Runt-SMMHC FRET: -2; TNF necrop inh: 3.0; zfTRPN1 agonist: 1.5; p47phox inh: -9; TRPML3 agonist: -0.1; PPC-1+TRAIL kill: 11; CHOP inh: -49; MDM2 E3 inh: 5; EBV gp42 inh: -20

How did O=C(NCc1ccccc1)NC1(C(=O)Nc2ccc3c(c2)OCCO3)CCCCC1 do in these assays?
Runt-SMMHC FRET: 3; TNF necrop inh: -2.6; zfTRPN1 agonist: 0.5; p47phox inh: 1; TRPML3 agonist: 0.5; PPC-1+TRAIL kill: -1; CHOP inh: 1; MDM2 E3 inh: 0; EBV gp42 inh: -2

Results for Cc1ccc(NC(=O)C2CCCN(C(=O)c3ccc(Cl)cc3)C2)cc1S(=O)(=O)N1CCOCC1 (centres undefined) ?
Runt-SMMHC FRET: -2; TNF necrop inh: -0.7; zfTRPN1 agonist: 4.6; p47phox inh: -11; TRPML3 agonist: 2.6; PPC-1+TRAIL kill: 1; CHOP inh: 11; MDM2 E3 inh: -7; EBV gp42 inh: 3

Results for NC(N)=NC(N)=Nc1ccc(SC(F)(F)F)cc1 ?
Runt-SMMHC FRET: 0; TNF necrop inh: 0.6; zfTRPN1 agonist: 1.1; p47phox inh: -1; TRPML3 agonist: 0.1; PPC-1+TRAIL kill: 26; CHOP inh: 47; MDM2 E3 inh: -7; EBV gp42 inh: -10

Results for O=C(CN(C(=O)CSc1nnc(COc2ccccc2)o1)c1ccc(F)cc1)NC1CCCCC1 ?
Runt-SMMHC FRET: 2; TNF necrop inh: -0.8; zfTRPN1 agonist: -0.6; p47phox inh: 1; TRPML3 agonist: 0.0; PPC-1+TRAIL kill: 5; CHOP inh: 52; MDM2 E3 inh: -45; EBV gp42 inh: 7

How did CCc1cc(Br)ccc1NC(=O)C1CCCO1 (centres undefined) do in these assays?
Runt-SMMHC FRET: 0; TNF necrop inh: -1.1; zfTRPN1 agonist: -0.4; p47phox inh: -4; TRPML3 agonist: 0.2; PPC-1+TRAIL kill: 6; CHOP inh: -17; MDM2 E3 inh: -16; EBV gp42 inh: -18

High-throughput results deposited in PubChem BioAssay by several laboratories.
